Screening results: PubChem, National Center for Advancing Translational Sciences (NCATS)
PI4K2A block – qHTS for small molecular inhibitors of PI4K2A; activity change, negative = inhibition, % at 76.9 µM; 420,000 tested, 0.13% active; purified PI4K2A, ADP-Glo luminescence, 1 h; stronger effect = lower value; Phosphatidylinositol 4-kinase type 2-alpha (Homo sapiens), Q9BTU6; in the data active = activity change below about -50%; inconclusive = mostly about -30% to -49%;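 note: -100% = wells without enzyme as full effect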
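PI4K2A activity was measured by ADP-Glo luminescence: enzyme (4 ug/mL stock) and phosphatidylinositol (1.2 mM stock) in Tris pH 7.5/MgCl2/EGTA/Triton X-100 buffer were reacted with ATP (300 microM stock) for one hour at ambient temperature.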
GLS inhibitor – qHTS for Inhibitors of Glutaminase (GLS). Potency, µM (series often up to 45.5 µM), for the others: top-dose activity change, negative = inhibition, hits mostly inhibitors. GLS enzymatic activity, qHTS titration. Glutaminase kidney isoform, mitochondrial (Homo sapiens), O94925. AID 624170, 2012. 410,000 tested, 0.21% active; active = well fitted inhibition curve with a large enough effect; inconclusive = small, poorly fitted or top-dose-only effect, or another doubt; inactive = no such curve, though single readings can be large or run the other way; note: potency is the fitted concentration of half-maximal effect
Target sequence (O94925 whole entry, looked up, canonical isoform): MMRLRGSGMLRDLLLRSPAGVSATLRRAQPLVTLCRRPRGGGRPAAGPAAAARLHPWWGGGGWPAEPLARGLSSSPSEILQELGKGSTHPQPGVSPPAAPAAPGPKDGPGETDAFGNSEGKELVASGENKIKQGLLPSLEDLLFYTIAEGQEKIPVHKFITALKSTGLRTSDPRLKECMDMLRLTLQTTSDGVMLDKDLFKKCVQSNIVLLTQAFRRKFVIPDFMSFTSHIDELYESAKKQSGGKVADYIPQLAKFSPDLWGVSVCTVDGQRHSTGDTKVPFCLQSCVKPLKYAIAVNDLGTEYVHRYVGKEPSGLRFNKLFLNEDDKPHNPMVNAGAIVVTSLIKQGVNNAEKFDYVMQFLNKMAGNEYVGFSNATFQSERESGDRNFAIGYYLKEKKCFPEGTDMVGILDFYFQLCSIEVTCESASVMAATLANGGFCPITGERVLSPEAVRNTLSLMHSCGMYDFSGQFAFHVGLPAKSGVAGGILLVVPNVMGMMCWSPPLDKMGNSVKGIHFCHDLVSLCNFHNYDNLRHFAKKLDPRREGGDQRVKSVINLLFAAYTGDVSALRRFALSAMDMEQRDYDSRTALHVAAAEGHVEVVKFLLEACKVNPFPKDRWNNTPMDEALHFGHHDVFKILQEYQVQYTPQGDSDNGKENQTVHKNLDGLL
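Human kidney-isoform GLS in 45 mM KH2PO4 pH 8.2, 0.02% Tween-20, with compound, started with 1mM L-Glutamine (added stock). Glutamate oxidase/HRP/Amplex red coupled fluorescence read at start and after 30 min at RT.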
* = called active by the depositor; ? = inconclusive; & = joins results of further samples; [ ] = remark or other dose. Unless noted, % is set by controls: 0 for no effect and ±100 for the full control effect. These rows are one share of the data; the hit share may differ from the screen's.

SMILES | PI4K2A block | GLS inhibitor
CC(C)C(N)c1csc(Nc2nncc3ccccc23)n1 (stereo not drawn) | 2 | 1%
CCCCCCCCN1C(=O)[C@H](CC(=O)N2CCN(C(=O)OCC)CC2)C[C@@]2(C(=O)OCC)CCCC=C12 | -5 | 1%
Fc1cc(Cl)cc2ccc(-c3ccccc3)nc12 | -2 | -10%
CCOC(=O)C1(C)CCN1C(=O)c1oc2ccccc2c1C (stereo not drawn) | 0 | -1%
CCc1nc2ccc(C(=O)NCCCN3CCCC3=O)cn2c1N(C)Cc1ccc(OC)cc1 | 3 | 24%
CC1(Cc2ccccc2F)C(=O)Nc2c(Cl)ccc(Cl)c21 (stereo not drawn) | -1 | 8%
Cc1cc(Cl)ccc1C(O)c1ncc(-c2ccc(C(F)(F)F)cc2)[nH]1 (stereo not drawn) | -8 | -1%
CN1CCN(c2ccc(CNC(=O)C3Cc4c(-c5ccc6c(c5)OCO6)ccnc4O3)cc2)CC1 (stereo not drawn) | 0 | 27%
CC(C)C[C@H]1CNC(=S)N1C[C@H]1CCCN1C[C@H](Cc1ccc(O)cc1)N1C[C@H](Cc2ccc(O)cc2)N(CC2CCCCC2)C1=S | 1 | -3%
CCOC(=O)[C@]12CCC=C1N(Cc1ccccc1)C(=O)[C@H](CC(=O)NCCCN1CCCC1=O)C2 | 28 | -13%
O=C(NCc1ccccc1)c1ccc(-c2ccc(F)c(F)c2)c2ccoc12 | -13 | -2%
C=CCNc1nc(NCc2ccc(NC(C)=O)cc2)c2sc(-c3ccccc3)cc2n1 | 0 | -5%
Cn1nc(C(C)(C)C)cc1C(=O)N1CCC(C)(C(=O)NS(=O)(=O)C2CC2)C1 (stereo not drawn) | 3 | 2%
CCCCOCCCNC(=O)C[C@@H]1C[C@@]2(C(=O)OCC)CCC=C2N(Cc2cccc3ccccc23)C1=O | 0 | 7%
COc1ccc(-c2coc3c(C(=O)NCc4cccc(Cl)c4)cccc23)c(C)c1 | -3 | 4%
COc1ccc(NC(=O)C2(C)Cc3c(-c4ccc(N(C)C)cc4)ccnc3O2)cn1 (stereo not drawn) | 3 | 29%
CC(=O)Nc1ccc(CN2C(=O)C(Cc3ccccc3)ON=C2c2cccc(F)c2)cc1 (stereo not drawn) | -4 | -10%
CC(=O)Nc1ccc(NC(=O)c2ccc3sc([C@H]4C[C@H](O)[C@@H](CO)O4)nc3c2)cc1 | 7 | -9%
FC(F)(F)c1ccccc1Cc1c(-c2ccccc2)nc2ccc(Cl)cn12 | -2 | 16%
COc1ccc(C(C)=O)cc1Cn1c(C)c(C(=O)NCc2ccc(C(F)(F)F)cc2)sc1=O | 0 | -8%
Cc1c(C(=O)NCc2ccc(C(F)(F)F)cc2)sc(=O)n1Cc1cccc(F)c1 | 2 | -1%
CC1(C(=O)NS(=O)(=O)c2cccc(F)c2)CCN1C(=O)c1cccc(F)c1 (stereo not drawn) | -4 | 1%
Cc1ccc(C(=O)N2CCC2(C)C(=O)NC(C)C)cc1 (stereo not drawn) | 1 | -1%
CCCCC(=O)N(C)c1c(CC)nc2c(OCCOC)cccn12 | -5 | -1%
Nc1[nH]c(C(=O)c2ccccc2)c(-c2ccccc2Br)c1C(=O)NCCc1ccc(Cl)cc1Cl | 2 | 6%
CCc1nc2ccc(C(=O)N3CCN(S(=O)(=O)CC)CC3)cn2c1N(C)C(=O)C1CCCCC1 | -1 | -3%
CC1(C(=O)Nc2cnc3ccccc3c2)CCN1C(=O)c1ccccc1CCc1ccccc1 (stereo not drawn) | 1 | -10%
O=S1(=O)CC(N2CCCC2)CN1Cc1cn(Cc2ccc(Cl)cc2)nn1 (stereo not drawn) | -5 | 2%
COC(=O)[C@]12CCCCC=C1N(Cc1ccc(Cl)cc1Cl)C(=O)[C@H](CC(=O)N1CCCC1)C2 | 26 | -2%
O=C1OC(c2ccc(F)cc2)CC1CN1CCOCC1 (stereo not drawn) | -1 | -4%

Fetched by compound from the list above (seven):
SMILES | PI4K2A block | GLS inhibitor
O=C(NCc1ccccc1)c1ccc(-c2ccc(F)c(F)c2)c2ccoc12 | -13 | -2%
Fc1cc(Cl)cc2ccc(-c3ccccc3)nc12 | -2 | -10%
CC(C)C[C@H]1CNC(=S)N1C[C@H]1CCCN1C[C@H](Cc1ccc(O)cc1)N1C[C@H](Cc2ccc(O)cc2)N(CC2CCCCC2)C1=S | 1 | -3%
CCOC(=O)C1(C)CCN1C(=O)c1oc2ccccc2c1C (stereo not drawn) | 0 | -1%
CC1(C(=O)NS(=O)(=O)c2cccc(F)c2)CCN1C(=O)c1cccc(F)c1 (stereo not drawn) | -4 | 1%
CC(=O)Nc1ccc(NC(=O)c2ccc3sc([C@H]4C[C@H](O)[C@@H](CO)O4)nc3c2)cc1 | 7 | -9%
CC(=O)Nc1ccc(CN2C(=O)C(Cc3ccccc3)ON=C2c2cccc(F)c2)cc1 (stereo not drawn) | -4 | -10%

Further records:
SMILES | PI4K2A block | GLS inhibitor
CCOC(=O)[C@]12CCC=C1N(CCC1=CCCCC1)C(=O)[C@H](CC(=O)N1CCCC1)C2 | 1 | -23%
O=C1c2ccccc2C(c2nnnn2-c2ccc3c(c2)OCCO3)N1Cc1cccc(F)c1 (stereo not drawn) | -1&4 | 5%&0%
Cc1cc2oc(=O)cc(CN3CCN(c4ccccc4)CC3)c2cc1Cl | 1 | ?
NC(=O)c1cccc(-c2coc3c(C(=O)NCCc4ccccc4)cccc23)c1 | 1 | 9%
CC(C)(C)n1nnnc1C(c1cc2ccccc2o1)N1CCN(C(=O)OCc2ccccc2)CC1 (stereo not drawn) | -2 | 3%
CCCCC[C@@H]1C=C(C(=O)OCC)[C@H](c2ccccc2)N1S(=O)(=O)c1ccc(C)cc1 | -1 | -1%
O=c1cc(CN(Cc2ccccc2)Cc2ccccc2)c2c(ccc3ccccc32)o1 | -4 | -6%
O=C(O)Cc1ccccc1Oc1ccc(Cl)cc1Cl | 1 | 2%
COc1ccc(C(=O)NC[C@H]2O[C@@H](n3cnc4c(N)ncnc43)[C@H](O)[C@@H]2O)cc1OC | -11 | 20%
CC1(C(=O)NS(=O)(=O)Cc2ccccc2)CCN1C(=O)Cc1ccccc1 (stereo not drawn) | -3 | 6%
CC1(C(=O)Nc2cccc(NS(C)(=O)=O)c2)CCN1Cc1ccccc1OC(F)F (stereo not drawn) | 2 | 0%
CCCCNC(=O)C[C@@H]1C[C@@]2(C(=O)OCC)CCC=C2N(Cc2ccccc2)C1=O | -2 | -3%
CC(=O)Nc1ccc(CN(C)c2c(C)nc3ccc(C(=O)NCCCN4CCCC4=O)cn23)cc1 | -1 | 19%
O=C(N[C@H](CO)Cc1ccccc1)[C@H]1O[C@@H](n2ccc(=O)[nH]c2=O)[C@H](O)[C@@H]1O | 2 | 0%
Cc1cc(C)cc(C(O)c2ncc(-c3ccc4ccccc4c3)[nH]2)c1 (stereo not drawn) | -1 | 4%
CCCCOCCCNC(=O)C[C@@H]1C[C@@]2(C(=O)OCC)CCC=C2N(Cc2ccccc2)C1=O | 10 | -10%
CCc1nc2ccc(C(=O)NCc3ccc(OC)cc3)cn2c1N(C)C(=O)Cc1ccccc1 | -2 | -3%
CCNC(=O)C1(C)CCN(C(=O)c2ccc(F)c(Cl)c2)C1 (stereo not drawn) | -7 | 1%
COC(=O)c1ccc2nc(-c3ccc(C)cc3)c(Cc3ccc(OC)cc3C)n2c1 | -10 | -10%
CCCNC(=O)C1(C)CCCN(C(=O)C2(c3ccc(Cl)cc3)CCCC2)C1 (stereo not drawn) | -2 | -14%
CC1(C(=O)NS(=O)(=O)c2ccccc2Cl)CCN1C(=O)c1ccccc1CCc1ccccc1 (stereo not drawn) | 2 | 10%
O=C1c2ccccc2C(c2nnnn2Cc2ccccc2)N1Cc1cccs1 (stereo not drawn) | -3&6 | 1%&-6%
O=C(c1ccc(-c2ccccc2)cc1)N1CCC2CC1c1cc(-c3ccc4c(c3)OCO4)ccc12 (stereo not drawn) | 2 | -6%
CCc1nc2c(OCc3ccccc3)cccn2c1N(C)C(=O)Nc1ccccc1OC | 1 | 2%
COCCCNC(=O)c1ccc2sc(C3=C[C@@H](O)[C@@H](O)[C@@H](CO)O3)nc2c1 | 1 | -15%
CCCCc1c(-c2ccccc2OC)ncn1Cc1ccc(Cl)cc1 | 1 | 5%
CCc1nc2ccc(C(=O)Nc3cc(-c4ccccc4)ccc3OC)cn2c1N(C)Cc1ccc(Cl)cc1 | -3 | 6%
COc1ccc(-c2ccc(C(=O)Nc3ccc(NC(C)=O)cc3)c3occc23)c(C)c1 | -3 | -2%
CC(=O)N1Cc2cc(C(=O)NCC(F)(F)F)nc(-c3cccc(-c4cc5ccccc5o4)c3)c2[C@H]1CCO | 0 | -1%
CC(C)Oc1ccc(F)cc1-c1cc(C(=O)NCc2cc(C(F)(F)F)cc(C(F)(F)F)c2)[nH]n1 | 2 | -10%
CC1(C(=O)Nc2ccccc2F)CCN1C(=O)Cc1cc(F)ccc1F (stereo not drawn) | 4 | -3%
Cc1ccc(Cc2c(-c3ccc(F)cc3)nc3c(Cl)cc(C(F)(F)F)cn23)cc1 | -6 | 4%
CC(C)CNC(=O)c1[nH]c(C(F)(F)F)nc1-c1ccccc1 | 1 | -3%
Cc1cnc(CNC(=O)c2csc([C@H]3C[C@H](O)[C@@H](CO)O3)n2)cn1 | 1 | 0%
C[C@@H](c1ccccc1)N1C[C@@H](COCc2ccccc2)Oc2cc(N3CCC[C@H]3C(N)=O)ccc2S1(=O)=O | 0 | -4%
CC(C)(C)S(=O)N1Cc2cc(C(=O)NCCCN3CCOCC3)nc(-c3cccc(-c4cc5ccccc5o4)c3)c2[C@H]1CCO (stereo partly drawn) | 5 | 24%
CC(C)OC(=O)OCOP(=O)(CO[C@H](C)Cn1cnc2c(N)ncnc21)OCOC(=O)OC(C)C | -1 | -4%
O=C(Nc1cccc2cccnc12)c1csc(COCCO)n1 | 2 | 4%
COc1ccc(-c2csc(C(C)(O)c3cccc(OC)c3)n2)cc1 (stereo not drawn) | 0 | -2%
Cc1cc(C)c2c(CN(Cc3ccccc3)Cc3ccccc3)cc(=O)oc2c1 | 4 | -1%

3 compounds from above, ordered by the value under GLS inhibitor, largest number first.
Structure	GLS inhibitor
CC(C)(C)S(=O)N1Cc2cc(C(=O)NCCCN3CCOCC3)nc(-c3cccc(-c4cc5ccccc5o4)c3)c2[C@H]1CCO (stereo partly drawn)	24%
O=C(Nc1cccc2cccnc12)c1csc(COCCO)n1	4%
CC1(C(=O)Nc2ccccc2F)CCN1C(=O)Cc1cc(F)ccc1F (stereo not drawn)	-3%

The list goes on.
SMILES | PI4K2A block | GLS inhibitor
Clc1cccc(Cc2c(-c3ccco3)nc3ccc(Cl)cn23)c1 | -26 | ?
Cc1cc(C)c(C(=O)c2ccccc2C(=O)O)c(C)c1 | -2 | 4%
CC1(Cc2ccccc2OC(F)(F)F)C(=O)Nc2ccc(S(=O)(=O)NC3CCCCC3)cc21 (stereo not drawn) | -2 | 5%
O=C(OCc1ccccc1)N1CCC2CC1c1ccc(/C=C/CCCCl)cc12 (stereo not drawn) | -4 | 4%
O=C(Nc1ccc(Cl)c(C(F)(F)F)c1)C1Cc2c(-c3ccccc3Oc3ccccc3)ccnc2O1 (stereo not drawn) | -2 | -1%
CCCS(=O)(=O)NC(=O)C1(C)CCN(C(=O)c2cc(F)cc(F)c2)C1 (stereo not drawn) | -4 | 5%
CC1(C(=O)Nc2cccc(Oc3ccccc3)c2)CCN1C1Cc2ccccc2C1 (stereo not drawn) | 0 | -1%
O=C(c1ccncc1)N(c1ccc(N2CCOCC2)cc1)C(c1ccccc1)c1nc2ccccc2[nH]1 (stereo not drawn) | -15 | 30%[activator]
CC(=O)c1cccc2c1OC(C)C(=O)N2Cc1ccc(Cl)cc1 (stereo not drawn) | 5 | 2%
CNC[C@H]1Oc2cc(Br)ccc2S(=O)(=O)N([C@@H](C)CO)C[C@H]1C | 1 | 2%
CCCCc1c(-c2ccccc2)ncn1CCc1ccccc1OC | 1 | 14%
OCCN1CCN(c2ncnc3c2ncn3[C@H]2CN(Cc3ccncc3)C[C@@H](CO)O2)CC1 | -6 | 3%
CNc1cncc(-c2ccc(C)cc2)n1 | 1 | -4%
CC1(C(=O)NS(=O)(=O)C2CC2)CCN(C(=O)c2ccc(F)cc2Cl)C1 (stereo not drawn) | -2 | 5%
Cc1ccc(C)c(C(O)c2ncc(-c3cccc(C(F)(F)F)c3)[nH]2)c1 (stereo not drawn) | 0 | 4%
CC1(C(=O)NCc2cccc3ccccc23)CCN1C(=O)Cc1ccc(-c2ccccc2)cc1 (stereo not drawn) | -6 | 6%
O=c1[nH]c2ccccc2nc1-c1nnnn1C1CCCC1 | 2 | 1%
CCNC(=O)C1(C)CCCN(C(=O)c2ccnc(Cl)c2)C1 (stereo not drawn) | -3 | 8%
CC1(C(=O)Nc2ccc(F)cc2F)CCN1C(=O)Cc1ccc(Cl)cc1Cl (stereo not drawn) | -2 | 5%
COc1ccc(CC(N)c2csc(NC(=O)c3cc(C(C)(C)C)oc3C)n2)cc1 (stereo not drawn) | 2 | -2%
COc1ccc(-c2cc3nc(NCCNC(C)=O)n(C)c(=O)c3s2)c(C)c1 | -6 | 6%
COC(=O)Cc1ccc(OC2(C)CCN(Cc3ccc4c(c3)OCCO4)C2)cc1 (stereo not drawn) | -1 | 16%
CC(C)C(N)c1csc(Nc2ccc(C(F)(F)F)cn2)n1 (stereo not drawn) | -2 | 18%
